Insulin prom up: MIN6 insulin promoter up-regulation; MIN6 insulin promoter-GFP reporter, high-content imaging; stronger effect = higher value; z-score at 5 µM; 0.3% of 190,000 active;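 active means z-score above 3 at 5 µM with at least 500 cells counted in the well; inconclusive means wells under 500 cells, flagged as cytotoxic or low count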
PMI inhibition: MPI inhibition at elevated mannose 6-phosphate – biochemical, fluorescence intensity, high mannose 6-phosphate, primary screen (AID 1220); inhibition, % at 20 µM, or IC50 in µM where a hit was titrated; 0.66% of 190,000 active; recombinant PMI enzyme, coupled fluorescence intensity; higher % means a stronger effect
PMI inhibitors: MPI enzyme activity inhibition – biochemical, fluorescence intensity, coupled assay, primary screen (AID 1209). purified PMI enzyme, coupled fluorescence intensity; higher % means a stronger effect. inhibition, % at 20 µM; hits with a dose series show IC50 in µM. 0.42% of 190,000 active;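 further: plate controls were DMSO vehicle for no effect and wells lacking substrate for full effect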
West Nile antiviral: inhibition of WNV-induced cytopathic effect – cell-based, CPE readout (AID 1621); West Nile virus-infected cells, CPE inhibition; higher % means a stronger effect; CPE inhibition, % at 10 µM; hits with a dose series show IC50 in µM; 0.02% of 290,000 active; in the data active means a potency from the dose series; inconclusive means CPE inhibition mostly from about 3.7% at the one dose, without a potency; inactive means the rest, 99 in 100 with CPE inhibition below about 2.2%; further: strong numbers were not always called active
RSV antiviral HEp-2: RSV antiviral activity via CPE protection, HEp-2 cells, primary 10 µM value included (AID 2391); 0.13% of 310,000 active; CPE inhibition, % at 10 µM, or IC50 in µM where a hit was titrated; HEp-2 cells, RSV-induced CPE inhibition; higher % means a stronger effect; in the data active means a potency from the dose series; inconclusive means CPE inhibition mostly from about 23% at the one dose, without a potency; inactive means the rest, 99 in 100 with CPE inhibition below about 21%; further: strong numbers were not always called active
SV40 large T antigen: TAg ATPase/helicase activity blockers – biochemical (AID 1903) | SV40 large T antigen ATPase/helicase inhibition assay; higher % means a stronger effect | inhibition, % at 20 µM; hits with a dose series show IC50 in µM | 0.39% of 310,000 active; in the data active means a potency from the dose series; inconclusive means inhibition mostly from about 32% at the one dose, without a potency; inactive means the rest, 99 in 100 with inhibition below about 32%; further: strong numbers were not always called active
CSM14.1 death rescue: rescue of cells from ER stress-induced death, primary screen, 384-well, CSM14.1, thapsigargin, ATP luminescence (AID 1222) | 190,000 tested, under 10 active | cellular ATP content (survival), % at 20 µM; hits with a dose series show EC50 in µM | CSM14.1 thapsigargin-induced death rescue, ATP luminescence; higher % means a stronger effect;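 active means EC50 below 50 µM in the dose-response confirmation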;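 further: death triggered by thapsigargin at about 15 µM added after 2 h compound pretreatment; cell ATP read after overnight thapsigargin exposure of roughly 18 to 22 hours; normalized against plate controls of thapsigargin alone and 5% DMSO vehicle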
TNAP activators: human TNAP enzyme activators, primary screen, biochemical, luminescent, no phosphate acceptor, uHTS (AID 1001). 0.03% of 200,000 active. one-dose activation fold at 20 µM; EC50 in µM for titrated hits. purified TNAP, luminescent activation assay, no phosphate acceptor; higher activation fold means a stronger effect; in the data active means activation fold from about 3, or a potency from the dose series; inactive means the rest, 99 in 100 with activation fold below about 1.6; further: many of its hits are not listed in these tables
PhoP inhibition: PhoP-dependent GFP reporter repression – Salmonella Typhimurium, primary screen (AID 1863) | S. Typhimurium PhoP-regulated promoter GFP reporter, 4 h; higher % means a stronger effect | one-dose inhibition, % at 50 µM; IC50 in µM for titrated hits | 0.16% of 300,000 active;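 active means inhibition over 29.93%, a cutoff 3 SD above the screen mean, later confirmed by dose response; inconclusive means inhibition over 29.93% but no dose response follow-up; inactive means inhibition at most 29.93% or unconfirmed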;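 further: 0% = low Mg2+ inducing control and 100% = high Mg2+ repressing control; strong numbers were not always called active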
Insulin prom up cell count: also measured in Insulin prom up; calls as there; cell count; measured here: cytotoxicity, nuclei count;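 total cells summed across four imaged fields per well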
* hit, by the source's call; u = inconclusive; x = no result given. Unless noted, no stated cut-off is given here; in the data, active means inhibition above about 50%; inactive means the rest.

SMILES	Insulin prom up	Insulin prom up cell count	PMI inhibition	PMI inhibitors	West Nile antiviral	RSV antiviral HEp-2	SV40 large T antigen	CSM14.1 death rescue	TNAP activators	PhoP inhibition
Cc1ccc(C(=O)CCNc2ccccc2)o1	0.16	1163	-8.4%	-2.6%	0.5%	5.0%	2.9%	1.8%	1.1	-2.4%
O=C(CSc1nnc(CNC(=O)c2ccco2)o1)Nc1nc2ccccc2s1	0.65	1627	-6.2%	-6.1%	-0.6%	-0.3%	28.8%	0.2%	1.1	-3.8%
N#Cc1cn(CC(=O)NCC2CCCO2)c2ccccc12 (centres undefined)	-0.5	1107	-2.5%	-3.2%	-0.1%	2.9%	-2.2%	-1.4%	1.1	7.5%
O=C(N/N=C/c1sc(=O)n(-c2ccccc2)c1Cl)c1ccccc1	0.23	1272	10.4%	5.0%	-0.2%	4.4%	12.7%	4.1%	1.1	-6.0%
COCCN(C(=O)CSc1nc2ccc(C)cc2[nH]1)c1c(N)n(Cc2ccccc2)c(=O)[nH]c1=O	0.1	1137	-13.7%	-19.1%	0.0%	0.1%	8.2%	-1.8%	1.2	-3.6%
O=C(O)Cc1sc(Nc2cccc3ccccc23)nc1-c1ccc(Cl)cc1	x	x	x	x	1.0%	4.6%	4.8%	x	x	-2.1%
c1ccc2sc(NC3=NCN(Cc4ccc5c(c4)OCO5)CN3)nc2c1	0.06	1314	11.4%	19.6%	-0.1%	-2.0%	5.2%	-1.5%	1.1	4.0%
COc1cc(SC)ccc1C(=O)NCC1CCCCC1	x	x	x	x	0.1%	9.9%	3.0%	x	x	8.4%
CCN(CC)c1ccc(N=Cc2ccc(N(CC)CC)cc2O)cc1	2.88	834	19.5%	29.7%	-0.7%	1.6%	15.1%	-0.5%	6*	2.4%
Cc1ccc(NC(=O)CC2COc3ccccc3O2)cc1 (centres undefined)	0.19	1584	7.0%	9.9%	0.1%	5.4%	0.0%	-0.8%	1	-3.8%
C(=N\n1cnnc1)/c1cccc2ccccc12	1.06	1061	-3.2%	-7.7%	-0.9%	-0.5%	12.8%	-0.8%	1.2	1.3%
O=C(CS(=O)(=O)c1ccc(Cl)c(Cl)c1)Nc1ccccc1Cl	-0.48	1730	13.8%	14.8%	-0.5%	-1.0%	6.7%	-1.5%	1	5.2%
C/C(=N\NC(=O)C1COc2ccccc2O1)c1ccc(N2CCOCC2)cc1 (centres undefined)	-0.45	1530	-1.7%	-5.2%	-0.9%	3.3%	-12.0%	-1.7%	1	-10.1%
COc1ccc(C(=O)N2CCCC(CCC(=O)N3CCN(c4ccccn4)CC3)C2)cc1 (centres undefined)	x	x	x	x	-0.6%	3.3%	13.7%	x	x	-5.1%
CCC(=O)Nc1ccc(C(=O)N/N=C/c2c(C)[nH]c3ccccc23)cc1	-0.3	1738	0.2%	-0.8%	0.2%	-0.2%	7.1%	-0.3%	1.1	-10.8%
CCc1nc(C)cn1S(=O)(=O)c1cc(C)c(OC)cc1C	-0.91	985	-7.8%	-5.4%	-0.2%	1.9%	-1.4%	-0.3%	1.2	-2.2%
COc1ccc(S(=O)(=O)Nc2ccccc2C(N)=O)cc1OC	0.03	1200	-15.1%	-26.1%	1.0%	1.6%	6.9%	x	1.1	2.0%
CCC(C)NC(=O)C1CCCN(C(=O)Nc2ccc(F)cc2)C1 (centres undefined)	-0.02	913	6.8%	-2.8%	-0.6%	-0.4%	6.2%	-0.9%	1	0.2%
O=C(NCCNc1ccnc2cc(Cl)ccc12)c1ccccc1F	x	x	x	x	-1.7%	5.5%	14.1%	x	x	9.1%
Cc1cccc2c1cnn2C(=O)Nc1ccccc1Br	x	x	x	x	0.2%	0.0%	0.9%	x	x	1.4%
C#CC(CC)(CC)NC(=O)NC1CCCCC1	-0.19	1442	-0.5%	3.4%	0.1%	1.1%	14.5%	0.8%	1.1	-4.3%
Cc1ccc(-n2cnc3sc(C)c(C)c3c2=O)cc1	-0.21	1414	7.0%	5.4%	-0.6%	1.0%	1.5%	-0.7%	1.1	-7.7%
OCc1cn(-c2ccccc2)nc1-c1ccc2c(c1)OCCO2	0.56	839	6.7%	11.2%	0.3%	u	5.6%	2.3%	1.1	4.3%
COc1ccc(C(=O)N/N=C(\C)CC(=O)Nc2ccc(Cl)cn2)cc1	0.17	1022	x	x	-0.2%	x	10.2%	x	x	-10.7%
CCN(CC)S(=O)(=O)c1ccc(Cl)c(C(=O)NCc2ccccc2Cl)c1	-0.54	1233	8.5%	18.8%	-0.2%	0.4%	-1.4%	-1.8%	1.1	-0.3%

Part of the list above in order of heavy-atom count, smallest number first.
SMILES	Insulin prom up	Insulin prom up cell count	PMI inhibition	PMI inhibitors	West Nile antiviral	RSV antiviral HEp-2	SV40 large T antigen	CSM14.1 death rescue	TNAP activators	PhoP inhibition
C(=N\n1cnnc1)/c1cccc2ccccc12	1.06	1061	-3.2%	-7.7%	-0.9%	-0.5%	12.8%	-0.8%	1.2	1.3%
Cc1cccc2c1cnn2C(=O)Nc1ccccc1Br	x	x	x	x	0.2%	0.0%	0.9%	x	x	1.4%
N#Cc1cn(CC(=O)NCC2CCCO2)c2ccccc12 (centres undefined)	-0.5	1107	-2.5%	-3.2%	-0.1%	2.9%	-2.2%	-1.4%	1.1	7.5%
O=C(CS(=O)(=O)c1ccc(Cl)c(Cl)c1)Nc1ccccc1Cl	-0.48	1730	13.8%	14.8%	-0.5%	-1.0%	6.7%	-1.5%	1	5.2%
COc1ccc(S(=O)(=O)Nc2ccccc2C(N)=O)cc1OC	0.03	1200	-15.1%	-26.1%	1.0%	1.6%	6.9%	x	1.1	2.0%
O=C(N/N=C/c1sc(=O)n(-c2ccccc2)c1Cl)c1ccccc1	0.23	1272	10.4%	5.0%	-0.2%	4.4%	12.7%	4.1%	1.1	-6.0%
CCN(CC)c1ccc(N=Cc2ccc(N(CC)CC)cc2O)cc1	2.88	834	19.5%	29.7%	-0.7%	1.6%	15.1%	-0.5%	6*	2.4%
O=C(O)Cc1sc(Nc2cccc3ccccc23)nc1-c1ccc(Cl)cc1	x	x	x	x	1.0%	4.6%	4.8%	x	x	-2.1%
O=C(CSc1nnc(CNC(=O)c2ccco2)o1)Nc1nc2ccccc2s1	0.65	1627	-6.2%	-6.1%	-0.6%	-0.3%	28.8%	0.2%	1.1	-3.8%
COc1ccc(C(=O)N2CCCC(CCC(=O)N3CCN(c4ccccn4)CC3)C2)cc1 (centres undefined)	x	x	x	x	-0.6%	3.3%	13.7%	x	x	-5.1%
COCCN(C(=O)CSc1nc2ccc(C)cc2[nH]1)c1c(N)n(Cc2ccccc2)c(=O)[nH]c1=O	0.1	1137	-13.7%	-19.1%	0.0%	0.1%	8.2%	-1.8%	1.2	-3.6%

The listing continues.
SMILES	Insulin prom up	Insulin prom up cell count	PMI inhibition	PMI inhibitors	West Nile antiviral	RSV antiviral HEp-2	SV40 large T antigen	CSM14.1 death rescue	TNAP activators	PhoP inhibition
CCOC(=O)c1ccc(NC(=S)NCc2cccnc2)cc1	0.01	1497	8.9%	11.3%	-0.4%	11.8%	0.7%	-1.0%	1	3.0%
c1ccc(Cc2noc(CN3CCN(C4CCc5ccccc5C4)CC3)n2)cc1 (centres undefined)	-0.4	1419	24.0%	14.8%	-1.4%	-1.6%	6.3%	-0.5%	1	8.4%
Cc1cccc(C)c1N1CCN(S(=O)(=O)N2CCCCC2)CC1	-1.76	1715	7.4%	11.1%	-1.0%	15.5%	11.2%	-1.4%	1.1	1.2%
Cc1ccc(S[C@@H](CCN2CC[C@H](C(C)(C)C)CCC2=O)c2ccccc2)cc1	x	x	x	x	0.4%	-0.5%	11.3%	x	x	-3.8%
Cc1ccc(-c2csc(N(CCO)CCCn3c(C(F)(F)F)nc4ccccc43)n2)cc1	x	x	x	x	-0.4%	7.2%	16.5%	x	x	5.9%
COc1ccc(NC(=O)c2cn(CCC#N)nc2-c2cc3ccccc3o2)cc1	0.12	1493	9.7%	2.9%	2.3%	-1.5%	14.9%	0.4%	1	2.4%
c1ccc(CNc2nc3ccccc3n3cnnc23)nc1	0.12	1043	-6.3%	-8.6%	0.1%	-0.5%	-6.0%	0.7%	1.2	-7.6%
COc1ccc(N/C=C2\C(=O)c3c(sc(C)c3C)N(C)S2(=O)=O)cc1	-2.65	1354	x	x	-0.2%	0.8%	7.7%	x	x	1.0%
COc1cccc(/C=N/Nc2ncnc3scc(-c4ccccc4)c23)c1O	u	x	-27.6%	2.9%	u	3.9%	17.4%	-6.0%	1.2	3.8%
Cc1cccc(NC(=O)c2ccccc2NC(=O)c2ccccc2)n1	x	x	x	x	-1.1%	8.6%	-0.1%	x	x	9.3%
CC1(C)CCCC2=C1CC1C(=O)N(Cc3cccnc3)C(=O)C1C2 (centres undefined)	-0.27	1384	-4.8%	-5.0%	0.5%	2.6%	5.5%	-0.4%	1.1	-11.7%
CC(C)(C)c1ccc(OCC(=O)Nc2ccncc2)c(Br)c1	x	x	x	x	0.3%	2.8%	4.3%	x	x	15.7%
CC(=O)N1CCOc2ccc(S(=O)(=O)N3CCC(C(=O)Nc4cc(C)cc(C)c4)CC3)cc21	x	x	x	x	0.1%	2.3%	10.4%	x	x	-8.1%
CCN(CC)c1ccc(NC(=O)CCS(=O)(=O)c2cccc3nsnc23)c(C)c1	0.1	1159	28.7%	6.5%	-0.4%	0.8%	u	0.1%	1.1	0.7%
CC(=O)c1sc(N/N=C/c2cccc(O)c2)nc1C	0.22	1438	-7.7%	-6.7%	x	0.0%	17.2%	-2.2%	0.9	-4.8%
CC(CNC(=O)c1cccc(Br)c1)n1cncn1 (centres undefined)	x	x	x	x	-0.5%	0.6%	9.8%	x	x	3.2%
Nc1ccc(S(=O)(=O)C(F)(F)F)cc1N	-0.28	1404	-1.3%	-8.5%	-0.8%	2.0%	8.9%	-0.3%	1.1	9.0%
C=CCNC(=O)c1ccccc1SCc1c(C)noc1C	x	x	x	x	-0.3%	0.7%	22.4%	x	x	-1.2%
CCOc1ccccc1C(=O)Nc1ccc(S(=O)(=O)Nc2nccc(C)n2)cc1	x	x	x	x	-0.8%	1.5%	6.4%	x	x	-2.1%
Cc1ccc(/C=C2\SC(=S)N(CCC(=O)Nc3cccnc3)C2=O)cc1	x	x	x	x	-0.3%	2.0%	15.1%	x	x	3.3%
CCOc1ccc2nc(NC(=O)CSc3nc(SC)ns3)sc2c1	0.07	1519	8.3%	10.8%	0.3%	2.1%	8.0%	3.0%	1	-4.0%
C=CCn1c(C)nc2c(cnn2-c2ccccc2)c1=O	x	x	x	x	-1.2%	3.8%	10.8%	x	x	0.9%
COCCCNc1ncnc2c1[nH]c1ccccc12	0.78	1440	16.1%	19.1%	x	x	10.2%	-0.5%	1.1	-2.8%
COc1ccc(Br)cc1S(=O)(=O)NCc1ccccn1	x	x	x	x	-0.7%	-2.4%	4.4%	x	x	3.1%
Cc1ccc(CNC(=O)Cn2ccc3cc(S(=O)(=O)N4CCCCCC4)ccc32)cc1	x	x	x	x	-0.8%	18.5%	4.2%	x	x	2.0%

Screens (PubChem BioAssay)
